HKDC1 inhibitor: inhibitors of human hexokinase HKDC1; Q2TB90; 340,000 compounds, 0.16% hits; inhibition, % at 20 µM; AID 493160; recombinant HKDC1, G6PDH/diaphorase resazurin coupled fluorescence;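 active = inhibition above about 35% when tested at 20 µM, limit read from the data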;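 note: plate controls were DMSO wells with enzyme for no effect and DMSO wells lacking enzyme for full effect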
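System: Recombinant HKDC1 hexokinase | Amount: HKDC1 at 5 µg/mL | Reagent: Glucose with 1 mM ATP | Doses: Single 20 µM dose | Incubation: Reaction time 90 min, room temperature, protected from light | Signal: Coupled resazurin fluorescence, excitation 525 nm, emission 613 nm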
SENP1 FRET inh: inhibitors of human SENP1 SUMO protease catalytic domain. recombinant SENP1 catalytic domain, CyPet-SUMO1-YPet FRET cleavage. Q9P0U3. 360,000 compounds, 0.21% hits. inhibition, % at 10 µM;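 active = inhibition at least 30% at 10 µM, raw YFP signal under a set limit, fluorescence ratio 0.5 to 1.5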;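 note: 0% = enzyme with DMSO and 100% = no enzyme wells; some results filed as inactive read as strong as hits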
Target sequence (Q9P0U3 419-644 limits assumed): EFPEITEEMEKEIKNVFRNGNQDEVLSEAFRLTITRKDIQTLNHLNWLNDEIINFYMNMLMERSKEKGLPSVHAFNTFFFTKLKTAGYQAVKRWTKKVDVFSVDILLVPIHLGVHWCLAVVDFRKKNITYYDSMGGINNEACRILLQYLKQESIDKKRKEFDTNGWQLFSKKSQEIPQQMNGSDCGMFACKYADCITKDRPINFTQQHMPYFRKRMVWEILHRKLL
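System: Recombinant human SENP1 catalytic domain, His6-tagged | Incubation: Enzyme reaction for 50 min at room temperature, dark | Medium: Tris pH 8 with BME, BSA, NP40 and catalase | Also added: 25 nM SUMO1 FRET substrate | Compound: 10 µM single point, 0.5% DMSO | Measured by: FRET fluorescence in CFP and YFP emission channels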
SENP8 block-1: inhibitors of human SENP8 protease; Q96LD8; purified SENP8, Z-RLRGG-aminoluciferin cleavage, luminescence; inhibition, % at 10 µM; 330,000 compounds, 1.2% hits; AID 2540; in the data active = inhibition above about 50%
Target sequence (Q96LD8 whole entry, looked up): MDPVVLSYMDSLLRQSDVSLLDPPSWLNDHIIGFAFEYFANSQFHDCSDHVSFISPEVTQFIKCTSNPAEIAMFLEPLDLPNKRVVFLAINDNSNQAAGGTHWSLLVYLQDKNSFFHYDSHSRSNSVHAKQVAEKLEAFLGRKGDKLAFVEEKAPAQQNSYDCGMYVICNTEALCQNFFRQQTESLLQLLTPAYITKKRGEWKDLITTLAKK
SENP7 inh: blocks the human protease SENP7; Q9BQF6; recombinant SENP7, Z-RLRGG-aminoluciferin luminescence, 40 min; inhibition, % at 5 µM; 330,000 compounds, 1.5% hits;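 active = inhibition above about 50% at the single test dose, limit read from the data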;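 note: plate controls were DMSO with enzyme for no effect and no enzyme buffer wells for full effect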
Target sequence (Q9BQF6 706-1050 limits assumed): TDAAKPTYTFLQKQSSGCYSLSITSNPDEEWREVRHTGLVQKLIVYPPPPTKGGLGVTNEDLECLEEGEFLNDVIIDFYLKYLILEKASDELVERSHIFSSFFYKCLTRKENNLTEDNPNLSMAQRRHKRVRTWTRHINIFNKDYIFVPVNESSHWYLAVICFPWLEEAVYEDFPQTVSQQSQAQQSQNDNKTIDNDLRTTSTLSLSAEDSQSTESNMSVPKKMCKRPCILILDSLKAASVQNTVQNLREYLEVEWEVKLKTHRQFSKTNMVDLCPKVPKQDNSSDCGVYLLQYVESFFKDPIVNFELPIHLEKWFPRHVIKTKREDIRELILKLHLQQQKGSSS
SENP6 inh: blocks the human protease SENP6; Q9GZR1; Recombinant SENP6 catalytic domain, aminoluciferin luminescence; inhibition, % at 10 µM; 330,000 compounds, 1.8% hits;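 active = inhibition above about 50% at the single tested dose, limit read from the data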;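 note: plate controls were DMSO wells with enzyme for no effect and DMSO wells lacking enzyme for full effect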
PfG6PD inh: PfG6PD (Plasmodium falciparum) enzyme inhibition. PfGluPho enzyme, NADPH resazurin-diaphorase fluorescence. inhibition, % at 20 µM. 350,000 compounds, 0.78% hits. AID 504690;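 active = inhibition reaching at least a set limit at 20 µM in the primary screen, cut at about 59% in these data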;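 note: 0% = DMSO wells with substrate and 100% = DMSO wells lacking glucose-6-phosphate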
SENP8 block-2: inhibitors of human SENP8 protease; AID 602440; 360,000 compounds, 0.64% hits; recombinant SENP8, Nedd8 substrate fluorescence; inhibition, % at 20 µM; Q96LD8; in the data active = inhibition mostly above about 40%, no sharp cut-off; inactive = mostly below about 27%
Apaf-1 inh: blocks human Apaf-1 apoptosome activity; O14727; reconstituted apoptosome caspase-3 activity, DEVD-Rh110 fluorescence; inhibition, % at 20 µM; 330,000 compounds, 0.71% hits; active = inhibition of at least 40% at 20 µM;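 note: plate controls were DMSO wells for no effect and DEVD-CHO caspase inhibitor wells for full effect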
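System: Apoptosome proteins | Medium: Hepes pH 7.5 with detergent and BSA | Also added: Cytochrome c trigger plus (Z-DEVD)2-Rh110 caspase-3 substrate | Incubation: 30 min compound preincubation, 50 min activation, room temperature | Detection: Rhodamine 110 fluorescence at Ex 480/Em 540 nm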
* marks the source's active call; other numbers are inactive results; / = not tested or not shown.

SMILES	HKDC1 inhibitor	SENP1 FRET inh	SENP8 block-1	SENP7 inh	SENP6 inh	PfG6PD inh	SENP8 block-2	Apaf-1 inh
COc1cccc(N2CCN(C(=O)c3cc(-c4ccccc4)nc4c3cnn4C(C)C)CC2)c1	5	-6	12	-7	-6	3	-52	11
C=C(C)COc1ccc(C2NC(=O)c3ccccc3O2)cc1OCC (stereo not drawn)	3	2	1	5	-1	-4	-40	6
CC1=NN(C(=O)CSCc2ccccc2)C(O)(c2ccccc2)C1 (stereo not drawn)	-7	2	-6	-1	-27	-11	3	-3
COc1ccc(NC(C)=O)cc1S(=O)(=O)N1CCn2cccc2C1C (stereo not drawn)	-2	-13	14	-1	-12	19	-25	-15
COc1cc2c(cc1OC)CN(C1CC(=O)N(c3c(C)cccc3C)C1=O)CC2 (stereo not drawn)	-3	0	-6	-6	6	-2	-16	-4
CN(CC(=O)Nc1cccc(F)c1)C(=O)c1ccc2c(=O)n3c(nc2c1)CCC3	3	0	-3	10	-14	-3	-28	0
CCCCc1nc(SCC(=O)Nc2cc(C)on2)n[nH]1	10	3	5	8	-25	-5	2	-8
COc1ccc(CC(=O)Nc2ccc(-c3cn4ccc(C)cc4n3)cc2)cc1	-8	6	-2	4	13	7	-433	10
COc1ccc(N2CCN(CC(=O)c3c(C)n(C)c4ccc(OC)cc34)CC2)cc1	5	-2	1	9	3	19	-4	11
C[C@@H](NC(=O)c1nc[nH]c1C(=O)N1CCN(c2ccccc2)CC1)c1ccccc1	-2	1	0	-2	-5	-5	30	-1
COc1ccc(CCNc2oc(Cc3ccccc3)nc2C#N)cc1OC	-7	0	3	1	-11	-17	11	-3
O=C(C/C=N/OCc1ccc(Cl)cc1)c1cnc(-c2ccccc2)s1	2	-4	-4	12	-1	-12	-49	16
S=C(Nc1cccc(Cl)c1Cl)Nn1cnnc1	-7	0	7	20	12	39	12	0
CC(C)Oc1cccc(C(=O)C2CCCN(C(=O)CCc3cnn(C)c3)C2)c1 (stereo not drawn)	-4	0	7	0	4	-5	2	10
CC(=O)/C(=N\Nc1ccc(C)cc1)N1CCOCC1	-4	1	-12	-4	-4	-3	17	3
CNC(=S)N/N=C/c1ccc(-c2cc([N+](=O)[O-])ccc2Cl)o1	-6	2	-6	-8	-2	-16	-1	-1
CCCC(=O)c1ccc(N2CCN(S(=O)(=O)c3ccc(C)cc3)CC2)c(F)c1	-6	1	-11	-5	-10	-5	0	11
CCN(CC(=O)Nc1ccccc1OC)C(=O)c1ccccc1Sc1ccccc1C#N	2	1	-4	2	-2	10	4	58*
Cc1ccc(S(=O)(=O)Nc2ccccc2F)cc1C(=O)N1CCN(c2ccccc2O)CC1	5	2	-1	6	-7	-15	19	-1
CCOc1ccccc1N(CC(=O)Nc1ccccc1C(=O)NCc1ccco1)S(C)(=O)=O	1	2	-6	-14	-29	-14	2	-3
COc1ccc(C=O)cc1COc1c(F)c(F)cc(F)c1F	-5	0	-6	-15	-10	5	18	9
CN1CCN(C(=O)c2ccccc2N(Cc2ccccc2)S(=O)(=O)c2ccccc2)CC1	-8	2	-3	-11	-3	3	19	-10
CCCCCCNc1nc(Cl)nc(NC(C)(C)CO)n1	2	3	-4	-2	3	1	21	-11
CC(C)(C)CC(=O)O/N=C(\N)c1ccccn1	-9	2	-11	8	14	1	17	-1
CC(NC(=O)C(c1ccccc1)c1ccccc1)c1ccc(S(N)(=O)=O)cc1 (stereo not drawn)	-2	-1	6	0	-17	6	10	0
N#CCSc1nc2ccccc2c(=O)n1CCC(=O)NCCc1ccccc1	2	2	-4	4	-4	-16	7	-8
CCOc1ccc(-c2csc(NC(=O)c3ccco3)n2)cc1	5	-5	20	32	45	19	-34	3
COc1cccc(Cn2c(-c3nonc3N)nc3ccccc32)c1	-1	-29	0	1	6	-5	-8	7
Cc1c(C(=O)N2CCC(n3nccc3NC(=O)C3CC3)CC2)[nH]c2ccc(Cl)cc12	1	2	-4	-3	7	-2	16	3
CC(C)c1nc(SCC(=O)N2CCOCC2)c2c(=O)n(C)c(=O)n(C)c2n1	-7	1	4	1	-15	2	15	-6
O=C(NNC(=O)c1ccc(Cl)c([N+](=O)[O-])c1)c1ccncc1	-7	-1	-8	15	-4	8	10	-3
Cc1cccc(NC(=S)N2CCN(C(=O)c3ccco3)CC2)c1	1	3	-6	-7	10	5	0	0
Cc1c(NS(=O)(=O)c2cc(C(=O)NCCN(C)C)ccc2Cl)c(=O)n(-c2ccccc2)n1C	4	2	3	1	-13	-12	19	-9
O=C(O)c1ccccc1NS(=O)(=O)c1cccc(NS(=O)(=O)c2cc(Br)ccc2Br)c1	14	0	7	1	11	-37	-9	2
CCOC(=O)c1[nH]c2cc(OC)c(OC)cc2c1NC(=O)c1nonc1C	-1	0	-6	-4	-10	-6	30	-1
CCOC(=O)C1=C(C)C(c2ccc(OC)cc2)NC(=S)N1 (stereo not drawn)	-7	2	-3	5	-17	17	19	3

Reprinted at random: seven compounds from above
SMILES	HKDC1 inhibitor	SENP1 FRET inh	SENP8 block-1	SENP7 inh	SENP6 inh	PfG6PD inh	SENP8 block-2	Apaf-1 inh
Cc1c(C(=O)N2CCC(n3nccc3NC(=O)C3CC3)CC2)[nH]c2ccc(Cl)cc12	1	2	-4	-3	7	-2	16	3
CCOc1ccc(-c2csc(NC(=O)c3ccco3)n2)cc1	5	-5	20	32	45	19	-34	3
CC(NC(=O)C(c1ccccc1)c1ccccc1)c1ccc(S(N)(=O)=O)cc1 (stereo not drawn)	-2	-1	6	0	-17	6	10	0
O=C(NNC(=O)c1ccc(Cl)c([N+](=O)[O-])c1)c1ccncc1	-7	-1	-8	15	-4	8	10	-3
Cc1c(NS(=O)(=O)c2cc(C(=O)NCCN(C)C)ccc2Cl)c(=O)n(-c2ccccc2)n1C	4	2	3	1	-13	-12	19	-9
CCOC(=O)c1[nH]c2cc(OC)c(OC)cc2c1NC(=O)c1nonc1C	-1	0	-6	-4	-10	-6	30	-1
CC(C)c1nc(SCC(=O)N2CCOCC2)c2c(=O)n(C)c(=O)n(C)c2n1	-7	1	4	1	-15	2	15	-6

Other structures:
SMILES	HKDC1 inhibitor	SENP1 FRET inh	SENP8 block-1	SENP7 inh	SENP6 inh	PfG6PD inh	SENP8 block-2	Apaf-1 inh
CCCc1nc(SCC(=O)c2ccc3c(c2)NC(=O)CO3)[nH]c(=O)c1CC	0	0	/	/	/	11	5	/
Cc1cccc(COc2ccc(/C=N/NC(=O)c3nnn(-c4nonc4N)c3C)cc2)c1	-1	1	4	-4	3	-10	-13	-11
Cc1cc(C)cc(N(C(=O)c2ccccn2)C(C(=O)NC2CCCCC2)c2cccs2)c1 (stereo not drawn)	-8	0	4	6	3	-2	7	-9
COC(=O)C(C(=O)N1CCN(C)CC1)C1CCCCCC1 (stereo not drawn)	4	4	-4	-8	-14	-18	21	9
CCN(CC)CCCNC(=O)c1cc(-c2cccc(Cl)c2)on1	-4	-3	-17	-2	-16	-6	-5	3
Cc1ccccc1-c1nc(CN2CCC(C(=O)NC3CCCCC3)CC2)c(C)o1	-2	1	7	5	-7	-1	3	0
COc1cc(NC(=O)c2noc3c2CCC3)c(OC)cc1Cl	-2	0	1	5	7	9	-5	1
CC(C)c1ccccc1NC(=O)CNC(C)c1ccc(F)cc1 (stereo not drawn)	-2	0	-6	-3	2	-3	6	9
O=C(NCc1cccnc1)NC(C(F)(F)F)C(F)(F)F	-3	0	-1	0	11	-10	21	-2
O=C(Nc1c(Cl)ccc2nsnc12)c1ccco1	3	3	3	-10	-7	-5	-13	-8
CC[C@@H](C)[C@@H]1CN([C@@H](CN2CCC[C@H]2CN2C(N)=NC[C@H]2CC(C)C)C(C)C)C(=N)N1CCCC1CCCC1	-6	0	6	3	-19	-11	10	39
Cc1cccc(N2CCN(Cc3nc(-c4ccc(F)cc4F)oc3C)CC2)n1	-4	-1	0	7	6	9	-44	11
COc1cc2c(cc1OC)/C(=C/C#N)NC(C)(C)C2	-3	13	-1	2	-8	-17	-158	3
O=C(c1ccc(Br)o1)N1CCN(CCOc2ccccc2)CC1	-2	1	1	-2	-13	4	1	6
CC(C)C1Nc2ccc(C(=O)O)cc2C2C=CCC21 (stereo not drawn)	10	-19	-3	-5	-2	-7	-15	16
O=C(CSc1nc2c(c(=O)n1-c1ccc(Br)cc1)SCC2)NCC1CCCO1 (stereo not drawn)	3	-4	5	-4	14	19	16	17
CC[C@H](C)[C@H](NC(N)=O)C(=O)Nc1ccc2c(c1)OCO2	-3	-3	1	10	6	2	12	-6
COc1cc(OC)c2c(-c3cccc(-c4ccc(OC)c(F)c4)c3)cc(=O)oc2c1	-2	2	/	5	/	16	-58	10
O=C(NCc1ccccc1)C1=C[C@@H](c2ccccc2)C[C@@H](OCc2ccc(CO)cc2)O1	6	-2	-12	8	-21	19	-2	21
COC(=O)c1c(NC(=O)C(=O)N2CCCC2)sc2c1CC(C)(C)OC2	1	-1	-3	-7	3	-5	-47	6
CC(=O)N1CCN(c2ccc([N+](=O)[O-])c(NCC3CCCO3)c2)CC1 (stereo not drawn)	14	2	-1	7	2	32	36	3
CCCOC(=O)NC1CCS(=O)(=O)C1 (stereo not drawn)	-1	0	-5	5	4	2	22	1
CCN1C[C@@H]2[C@@H]3C(=O)N(C)C(=O)[C@@H]3[C@](Cc3ccccc3)(C(=O)OC)N2C1=NC1CCCCC1	-3	2	/	-2	/	4	16	17
Cc1ccc(C(=O)OCC(=O)Nc2ccc3c(c2)OCO3)cc1S(=O)(=O)N1CCOCC1	4	-6	3	-2	-9	11	7	-4
CSc1nc2ccc(NC(=O)CSc3nnc(N)s3)cc2s1	-2	-1	1	8	13	9	6	-6
O=C(c1cc2c(ccc3ccccc32)o1)N1CCN(c2ncc(C(F)(F)F)cc2Cl)CC1	-7	-1	5	0	-11	1	10	14
COC(=O)C1=CN(CC2CCCO2)C=C(C(=O)OC)C1c1cccc(O)c1 (stereo not drawn)	11	-81	5	6	4	-1	-371	4
CCn1c(SCC(=O)N/N=C/c2ccccc2OCC(=O)O)nnc1-c1ccc(OC)cc1	-9	1	4	0	-20	-12	2	2
CCCc1nn2c(=O)c(C(c3ccc(C)cc3)c3c(O)nc4sc(CCC)nn4c3=O)c(O)nc2s1	0	-53	-16	-8	-14	-23	-229	7
CN1CCN(c2ccccc2NC(=O)c2ccc(-c3ccccc3)cc2)CC1	3	-1	-4	-6	-14	3	11	25
CCCn1ccnc1SCC(=O)Nc1c(C)n(C)n(-c2ccccc2)c1=O	-6	3	-2	7	-5	17	7	-10
O=C1c2ccccc2C(Nc2ccc(Cl)cn2)N1c1cccnc1 (stereo not drawn)	4	1	3	-2	15	-12	7	6
COc1ccccc1C(=O)/C=C/c1ccc(N2CCCCC2)c([N+](=O)[O-])c1	17	4	4	1	-9	9	23	11
COc1ccc(CC(=O)NCc2nnc(SCc3ccc(C)cc3)n2C)cc1	2	-1	-3	3	-10	-7	6	-8
O=C(CSc1nc(C(F)(F)F)cc(=O)[nH]1)Nc1cccc2ccccc12	13	-1	-1	0	0	-50	-2	1
O=S(=O)(Nc1cccc2ccccc12)c1ccccc1F	4	2	1	0	-12	11	2	5
COc1ccccc1C(=O)c1ccccc1C(=O)c1ccccc1	4	3	/	/	/	14	7	/
O=C(c1cccnc1)N1CCN(S(=O)(=O)c2ccc(Cl)cc2)CC1	-7	2	-9	-1	-7	-11	13	-9
